# GSK3B inh: blocks human GSK3beta kinase activity; P49841; GST-GSK3beta kinase, ADP-Glo luminescence, 60 min; active compounds read low; activity score (negative = inhibition), % at 10 µM; 300,000 tested, 0.038% active;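 active means more than half of replicate wells score below -50%, meaning over 50% inhibition versus plate controls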;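 further: 0% = median DMSO wells and -100% = median GW8510 positive control wells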
# Target sequence (P49841 whole entry, looked up): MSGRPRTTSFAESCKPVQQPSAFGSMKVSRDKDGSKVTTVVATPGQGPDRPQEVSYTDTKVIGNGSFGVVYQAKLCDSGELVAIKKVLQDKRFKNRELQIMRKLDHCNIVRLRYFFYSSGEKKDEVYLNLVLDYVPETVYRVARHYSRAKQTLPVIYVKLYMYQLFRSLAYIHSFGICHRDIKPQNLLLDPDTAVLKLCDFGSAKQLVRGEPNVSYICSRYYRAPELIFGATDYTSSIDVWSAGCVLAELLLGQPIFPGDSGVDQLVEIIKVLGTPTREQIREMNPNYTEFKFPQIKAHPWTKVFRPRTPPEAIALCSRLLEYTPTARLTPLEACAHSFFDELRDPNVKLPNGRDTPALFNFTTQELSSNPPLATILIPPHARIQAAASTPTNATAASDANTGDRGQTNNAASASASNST
#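 Assay system: GST-fused GSK3beta enzyme, cell-free / Medium: Tris pH 7.5 buffer with MgCl2, DTT, BSA, heparin / Also added: peptide substrate plus 25 µM ATP (final) / Compound: 10 µM single point / Timing: kinase reaction with compound 60 min at room temperature / Detection: ADP-Glo luminescence / Benchmarks: DMSO neutral wells and GW8510 at 20 µM as positive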
# aSyn 5UTR inh: 5' untranslated region of α-synuclein, MLPCN primary screen; alpha-synuclein 5'UTR reporter, inhibitor activity; inhibition, % (tested at 7.5 µM); 300,000 tested, 0.82% active; AID 1813; in the data active means inhibition above about 60%;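 further: H4 neuroglioblastoma cells stably carrying SNCA 5'UTR luciferase fusion; 0% = DMSO wells and 100% = positive control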
# Dyrk1A ADPGlo: blocks rat Dyrk1A kinase activity; inhibition, % at 12.5 µM; ADP-Glo luminescence, NFATc1 peptide; AID 504441; 310,000 tested, 0.43% active; in the data active means inhibition above about 50%;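 further: plate controls were vehicle with enzyme for no effect and no enzyme for full effect; many of its hits are not listed in these tables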
# HSF1 activator: increases HSF-1 driven luciferase reporter signal. activation, % at 9 µM. NIH3T3-HGL HSF-1 luciferase reporter, MG132, 8 h; 100% = twice DMSO control signal. AID 504408. 300,000 tested, 1.7% active;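 active means mean replicate activation of at least 50% with a set share of replicates each reaching 50%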;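 further: 0% = median of the neutral control wells and 100% = twice that signal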
# KLF5 inhibitor: inhibitors of KLF5 expression; 290,000 tested, 0.23% active; AID 1700; inhibition, % at 5 µM; DLD-1 KLF5 promoter-luciferase reporter, luminescence;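 active means inhibition above a per-plate limit of that plate's mean compound inhibition plus 3 SD, cut at about 60% in these data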;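 further: 0% = DMSO wells and 100% = LY294002 at 200 µM; higher means less KLF5 promoter-driven luciferase light; inactives centre near -14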
# HSP90 inh: blocks HSP90-mediated luciferase refolding in reticulocyte lysate. 290,000 tested, 0.91% active. inhibition, % at 5.6 µM. Rabbit reticulocyte lysate, luciferase refolding luminescence, 3 h;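 active means inhibition above the screen-wide mean plus 3 SD, computed separately per campaign, cut at about 16% in these data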;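 further: 0% = DMSO wells and 100% = 60 µM geldanamycin wells; inhibitors lower the luminescence because luciferase stays unfolded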
# IEC-6 tox: counter-screen for KLF5 inhibitors: cytotoxicity in IEC-6 cells | IEC-6 cytotoxicity, luminescence viability | inhibition, % at 5 µM | 290,000 tested, 0.78% active; in the data active means inhibition above about 22%;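 further: 0% = plate median of test compound wells and 100% = cytotoxic reference compound wells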
# GSK3 alpha inh: inhibitors of human GSK-3 alpha kinase | P49840 | ADP-Glo luminescence, 60 min | inhibition, % at 10 µM | 320,000 tested, 0.1% active | AID 2650;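 in the data active means inhibition above about 50%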;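 further: GST-tagged GSK-3 alpha with peptide substrate and 25 µM ATP; 0% = DMSO neutral wells and 100% = GW8510 positive control wells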
# Target sequence (P49840 whole entry, looked up): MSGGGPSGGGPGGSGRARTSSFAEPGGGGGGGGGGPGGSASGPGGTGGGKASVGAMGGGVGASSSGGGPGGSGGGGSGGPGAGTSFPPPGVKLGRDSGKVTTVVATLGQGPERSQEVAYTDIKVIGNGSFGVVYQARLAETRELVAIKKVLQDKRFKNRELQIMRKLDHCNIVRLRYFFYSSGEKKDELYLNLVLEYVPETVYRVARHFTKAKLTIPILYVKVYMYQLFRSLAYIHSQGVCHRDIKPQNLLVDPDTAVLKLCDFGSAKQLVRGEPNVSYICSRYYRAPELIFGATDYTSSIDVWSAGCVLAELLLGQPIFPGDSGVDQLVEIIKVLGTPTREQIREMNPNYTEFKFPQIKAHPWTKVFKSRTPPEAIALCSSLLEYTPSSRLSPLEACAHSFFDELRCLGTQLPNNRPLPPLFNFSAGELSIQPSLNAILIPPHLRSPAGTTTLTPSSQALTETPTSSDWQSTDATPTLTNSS
# HSF1 inh: HSF1 inhibition; NIH3T3-HGL HSE-luciferase, MG132-induced, luminescence 8 h; active compounds read low; activity change, negative = inhibition, % at 7.5 µM (by protocol); 300,000 tested, 0.77% active; AID 2098;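 active means more than half of replicate wells show activity change below -50%, luminescence cut by over half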;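 further: luciferase reports HSF-1 transcriptional activity via heat shock element; 0% = median of DMSO wells and -100% = zero luminescence signal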
# Platelet DG rel: modulates dense granule release in human platelets | AID 1663 | human platelet-rich plasma, SFLLRN dense granule ATP release, luminescence | 300,000 tested, 0.22% active | inhibition, %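 (compounds screened at 7.5 µM in platelet-rich plasma)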;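 active means mean replicate score, as percent of positive control, at or above 50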
# Starred values were filed as active, the others as inactive; . = no result given.
# Sequence of screens – GSK3B inh	aSyn 5UTR inh	Dyrk1A ADPGlo	HSF1 activator	KLF5 inhibitor	HSP90 inh	IEC-6 tox	GSK3 alpha inh	HSF1 inh	Platelet DG rel
- CC1CCN(S(=O)(=O)c2ccc3nc(-c4ccccn4)cc(C(=O)NCCN(C)Cc4ccccc4)c3c2)CC1
→ 0	2	-5	-20	-16	2	-2	.	-9	-1
- CCOc1ccc(S(=O)(=O)NCCC(=O)NCC(c2ccccc2OC)N2CCCC2)cc1 (centres undefined)
→ 5	-3	-2	10	-38	-6	-1	.	-4	-12
- NC(=O)CC(NC(=O)c1cccc(Br)c1)c1ccc(NCC2CC2)c([N+](=O)[O-])c1 (centres undefined)
→ 0	1	14	2	-22	-8	2	-1	-4	-1
- CCC(Oc1ccccc1)C(=O)NCc1cccnc1 (centres undefined)
→ -1	10	-3	12	-15	-1	-2	-2	-7	-1
- CSCCC(NC(=O)COc1ccccc1)C(=O)O (centres undefined)
→ 2	7	4	1	17	-1	5	0	0	2
- CCOc1ccc(CCNC(=O)CSC(=S)N2CCCC2)cc1OCC
→ 3	4	-3	2	.	.	.	-3	5	12
- O=C(Nc1nc2ccccc2s1)c1cc(-c2ccco2)nc2ccccc12
→ 1	11	0	-25	3	0	3	-1	-17	-2
- Oc1[nH]c2ccccc2c1N=Nc1ncnc2c1oc1ccccc12
→ 1	-53	.	12	-3	-1	1	0	3	0
- COc1cc(OC)cc(C(=O)N=c2sc3ccccc3n2C)c1
→ 2	-149	7	30	-54	2	3	1	22	13
- CCOC(=O)C(C)CC(C)C(=O)N1CCOCCN(C(=O)C(C)CC(C)C(=O)OCC)CCOCC1 (centres undefined)
→ 1	-7	-6	-4	-10	1	-3	-2	-6	1
- COc1ccc(/C=N/NC(=O)c2cccc([N+](=O)[O-])c2)cc1OS(=O)(=O)c1ccc(C)cc1
→ 2	-21	-1	1	-28	-4	-2	-2	-9	2
- COc1ccc2c(c1OC)C(=O)N(c1ccc(C)c(C)c1)C2=O
→ 0	-30	2	11	-10	0	4	-3	12	-2
- Cc1cccc(N(Cc2cc3ccccc3[nH]c2=O)S(=O)(=O)c2ccccc2)c1
→ -10	-1	-1	21	-39	-3	-5	-1	16	17
- O=C(NCc1cccc(Br)c1)C1CC(c2ccccc2C(F)(F)F)=NO1 (centres undefined)
→ 4	13	10	6	.	.	.	-3	12	-8
- Cc1ccc(NC(=O)CN2C(=O)/C(=C3\SC(=S)N(C4CCS(=O)(=O)C4)C3=O)c3ccccc32)cc1 (centres undefined)
→ .	.	0	.	3	2	6	.	.	.
- Cc1ccc(C(=O)Nn2cnc3scc(-c4cccs4)c3c2=O)c(O)c1
→ 1	-5	-4	35	-3	5	2	-4	24	5
- COc1ccc(N2CCN(Cc3ccc(Br)s3)CC2)cc1
→ -2	-2	11	17	12	4	2	-7	7	-12
- O=C(CS(=O)(=O)c1ccccc1)Nc1nc(-c2ccc(F)cc2)cs1
→ -1	7	18	4	-22	-7	-3	0	3	-10
- Cc1ccc2cc(COC(=O)C3CCCO3)c(=O)[nH]c2c1 (centres undefined)
→ -1	-3	-3	-4	-24	-1	-3	0	-4	1
- COc1ccc(N2CCN(c3ccc(C(N)=O)cc3[N+](=O)[O-])CC2)cc1
→ -5	5	-5	-6	-54	-2	-2	-3	6	-13
- COC(=O)C1CCN(C(=O)Cc2ccc(Br)cc2)CC1
→ 4	-18	2	14	-30	0	-4	-1	19	0
- CC(=O)n1cc(N(C(=O)CCl)c2ccc(Cl)cc2)c2ccccc21
→ 0	103*	.	-84	-24	3	9	-1	-84*	-3
- CC(=O)Nc1ccc(NC(=O)C(OC(=O)c2ccccc2)C(OC(=O)c2ccccc2)C(=O)O)cc1 (centres undefined)
→ 3	9	4	2	-13	0	3	-5	-6	1
- COc1cc(NC(=O)C2CCCN(S(=O)(=O)c3ccc4[nH]c(=O)ccc4c3)C2)cc(OC)c1 (centres undefined)
→ 0	9	-1	11	-22	-3	-3	1	-8	18
- CC(C)c1ccc(N2C(=O)CC(Sc3nc4ccccc4o3)C2=O)cc1 (centres undefined)
→ 0	-16	0	13	-20	-7	-9	-5	7	8
- O=C1CN(C(=O)c2cc3ccccc3oc2=O)C(c2ccc(F)cc2)c2cc(Br)ccc2N1 (centres undefined)
→ 0	18	2	16	-12	-1	-1	0	8	6
- Cc1ccc(C)c(SCC(=O)OCC(=O)Nc2ncc(C(F)(F)F)cc2Cl)c1
→ 0	-17	-2	-1	6	0	-5	.	-1	1
- CCOc1ccc(NS(=O)(=O)c2cc(NC(=O)CCS(=O)(=O)c3ccc(C)cc3)ccc2OC)cc1
→ 0	30	4	-10	-17	-3	-1	-1	0	-54
- CC(=O)Oc1ccc(C(=O)[C@H]2[C@H]3C(=O)N(c4cccc5ccccc45)C(=O)[C@H]3[C@@H]3C=CC=NN32)cc1
→ -1	-25	-5	-1	-27	6	-4	0	-8	8
- S=C(NC1CCCCC1)N(CCc1ccccc1)CCc1ccccc1
→ 0	14	1	49	-9	0	-1	-1	28	-7
- CCN(CC)S(=O)(=O)c1cc(NC(=O)Cn2cnc3ccccc3c2=O)ccc1C
→ -2	-6	8	7	-20	3	-4	-3	-9	-1
- Cc1cc(C)n2nc(CNS(=O)(=O)c3ccc(F)c(C)c3)nc2n1
→ -3	0	0	14	-26	-5	2	2	7	0
- CCNC(=O)c1ccc(NS(=O)(=O)c2ccccc2)cc1
→ 1	17	1	-3	-46	2	-5	-4	-5	4
- O=C(COCc1nc2ccccc2c(=O)[nH]1)NCC1CCCCC1
→ 2	17	-2	2	-28	0	-1	-1	3	3
- CCN(CC)CCNc1nc(SC)nc2sc3c(c12)CCN(C)C3
→ -14	-9	17	-14	-7	1	1	10	-6	4
- O=C(CCS(=O)(=O)Cc1ccccc1)Nc1ncc([N+](=O)[O-])s1
→ 1	-57	-7	23	-118	11	-5	8	17	4
- C=C(C)CSc1nnc(-c2ccc(OC)cc2)n1N
→ -1	-103	3	7	-21	-2	4	2	0	-3
- Cc1ccc(-n2c(SCC(N)=O)nnc2-c2ccccn2)cc1
→ 2	22	-4	-12	-13	3	-4	-1	-5	-6
- CN(C)c1ccc(C(c2ccc(N(C)C)cc2)c2ccc([N+](=O)[O-])cc2)cc1
→ .	7	-6	-9	-17	4	-3	0	-11	-12
- CCOC(=O)N1CCN(C(=O)c2ccccc2CCc2ccccc2)CC1
→ -3	-6	2	-7	-29	3	1	-2	-1	-1
- Cc1ccc(NS(=O)(=O)c2cccc(C(=O)NCCc3c[nH]c4ccccc34)c2)c(C)c1
→ -2	14	-1	30	-13	4	0	6	-2	-5
- O=C(COC(=O)c1ccco1)NC(c1ccccc1)c1ccccc1
→ -1	1	4	-3	-23	3	0	-2	-1	-12
- O=C(CCc1ccccc1)NC1C2CC3CC(C2)CC1C3 (centres undefined)
→ -1	-3	1	12	-10	-3	0	-4	0	-4
- Cc1noc(C)c1CSCC(=O)Nc1ccc(Br)cc1Cl
→ -2	1	-1	2	.	.	.	.	5	9
- O=C(NCc1ccccc1F)C(=O)NCC1CCCN1S(=O)(=O)c1ccccc1 (centres undefined)
→ -2	-14	-9	-5	.	.	.	-3	3	7
- O=C(Nc1ccc(F)cc1F)c1cccc(C(=O)Nc2ccc(F)cc2F)n1
→ 1	87*	-8	-5	15	0	-3	-5	-7	-8
- CCCCOc1ccc(-c2n[nH]c(=S)n2Cc2ccccc2)cc1
→ -3	2	-2	7	-14	0	-6	-2	2	-11
- Cc1onc(-c2c(F)cccc2Cl)c1C(=O)OCC(=O)NCc1ccco1
→ 0	28	3	15	-24	15	-1	-7	15	-3
- CCOc1cc(C(=O)Nc2ccc(S(=O)(=O)Nc3cc(C)on3)cc2)cc(OCC)c1OCC
→ -4	25	-1	1	-22	-1	-6	3	-1	-5
- CN(C(=O)CCN1C(=O)C(C)(C)Nc2ccccc21)c1ccccc1
→ .	.	-3	.	-14	1	2	-2	.	.

# (next part)
# Sequence of screens – GSK3B inh	aSyn 5UTR inh	Dyrk1A ADPGlo	HSF1 activator	KLF5 inhibitor	HSP90 inh	IEC-6 tox	GSK3 alpha inh	HSF1 inh	Platelet DG rel
- CCn1nccc1C(=O)Nc1ccc(S(=O)(=O)NC23CC4CC(CC(C4)C2)C3)cc1
→ .	.	2	.	-14	1	4	0	.	.
- Cc1ccc2c(c1)NC(=O)C(CC(=O)O)O2 (centres undefined)
→ 1	5	-1	5	2	0	-1	-7	-1	-1
- Cc1ccc(NC(=O)CNCCCN2CCOCC2)cc1S(=O)(=O)N1CCCCC1
→ -2	3	-3	0	-17	3	6	0	2	-2
- O=C(CSc1nnc(SCc2cccc3ccccc23)s1)N/N=C/C=C/c1ccccc1[N+](=O)[O-]
→ 1	10	-2	-14	-12	4	2	-1	6	8
- CC(=O)Nc1cccc(NC(=O)C(=O)Nc2ccc3c(c2)N(C(=O)C2CC2)CCC3)c1
→ -1	-92	2	-8	.	.	.	.	-11	8
- COCCCNC(=O)Nc1ccc2c(c1)N(C)C(=O)CS2
→ -2	29	15	-5	-29	4	-1	-3	-1	-1
- O=C1NC(Nc2nc3ccccc3s2)(C(F)(F)F)C(=O)N1C1CCCCC1 (centres undefined)
→ -3	37	5	3	-13	1	28*	-1	-8	7
- O=C(CCN1CCCCCC1)Nc1ccc(F)cc1
→ -1	12	3	-1	-8	-1	0	0	3	-7
- CCOc1ccc(-c2cc(C(=O)NN3CCN(C)CC3)c3cc(Cl)ccc3n2)cc1
→ 1	-48	.	7	-16	1	5	0	1	1
- O=C(Nc1ccccc1)N1CCSCC1
→ 2	-7	0	-8	-3	-4	3	.	-5	22
- COc1cc(OC)nc(N/N=C(\c2ccccc2)c2ccncc2)n1
→ 1	-35	31	1	-3	-3	4	3	0	-11
- CCS(=O)(=O)N1CCN(c2ccnc3cc(Cl)ccc23)CC1
→ -1	17	.	7	-3	-2	3	3	1	2
- O=C(COc1ccccc1)NC(Cc1c[nH]c2ccccc12)C(=O)O (centres undefined)
→ 3	-17	-6	3	-4	-5	2	-3	-6	0
- COc1ccccc1NC(=O)NN1CCCCC1
→ 1	-4	18	5	-32	2	-2	-2	5	2
- COc1cccc(COc2ncnc3sccc23)c1
→ 1	21	-3	1	10	-1	-5	-2	-2	1
- CCOc1ccccc1N1CCN(S(=O)(=O)c2ccc(F)c(F)c2)CC1
→ -1	15	3	8	-17	-2	-7	-5	14	-3
- O=C(CSc1ncccn1)Nc1ccc2c(c1)CCC2
→ -7	-1	-7	-1	-17	-7	5	-2	14	1
- CCn1c(=S)[nH]c2c(c1=O)C(C)(C)Cc1ccccc1-2
→ -6	24	-3	-11	-10	-1	-6	.	-13	3
- O=C(N/N=C\c1ccoc1)c1ccco1
→ 1	-21	6	9	-19	-6	1	4	-1	2
- COCC(C)NC(=O)CCc1nnc(C2(c3ccc(Cl)cc3)CCC2)o1 (centres undefined)
→ 2	-81	2	7	-66	0	2	-1	10	-1
- Cc1cc(Cl)ccc1NC(=O)CN1C(=O)NC2(CCCc3ccccc32)C1=O (centres undefined)
→ 2	6	-8	1	.	.	.	-2	7	1
- COc1ccc(NC(=O)c2c(NC(=O)CNCC(C)C)sc3c2CCC3)c(OC)c1
→ -1	5	-4	14	-17	2	-2	-1	-3	-1
- O=C1CC(C(=O)Nc2ccccc2)S/C(=N\NC(=O)c2ccccc2Cl)N1 (centres undefined)
→ 1	-10	3	12	4	-1	6	-3	3	-10

# Screening data as filed in PubChem BioAssay.

# Some of the compounds tested; count on the stated rates, not on these rows.
